ERG-DNA inh: qHTS for Small Molecule Inhibitors of the ERG Ets/DNA interaction; Transcriptional regulator ERG (Homo sapiens), P11308; fluorescence polarization, His-ERG Ets domain / labelled DNA; Potency, µM (series often up to 76.9 µM), for the others: at the highest dose FP activity, negative = inhibition, hits mostly inhibitors; 370,000 compounds, 0.028% hits; AID 624246, 2012; active = well fitted inhibition curve with a large enough effect in the polarisation, with a control signal flat; inconclusive = small, poorly fitted or top-dose-only effect, or effect the other way, or a change in a side signal; inactive = no such curve, though single readings can be large or run the other way; the % refers to the polarisation;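 note: polarization taken with two DNA probes labelled with fluorescein and Texas red; potency is the fitted concentration of half-maximal effect; % of control where 0% means no effect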
Target sequence (P11308 whole entry, looked up, the tested form may be a part): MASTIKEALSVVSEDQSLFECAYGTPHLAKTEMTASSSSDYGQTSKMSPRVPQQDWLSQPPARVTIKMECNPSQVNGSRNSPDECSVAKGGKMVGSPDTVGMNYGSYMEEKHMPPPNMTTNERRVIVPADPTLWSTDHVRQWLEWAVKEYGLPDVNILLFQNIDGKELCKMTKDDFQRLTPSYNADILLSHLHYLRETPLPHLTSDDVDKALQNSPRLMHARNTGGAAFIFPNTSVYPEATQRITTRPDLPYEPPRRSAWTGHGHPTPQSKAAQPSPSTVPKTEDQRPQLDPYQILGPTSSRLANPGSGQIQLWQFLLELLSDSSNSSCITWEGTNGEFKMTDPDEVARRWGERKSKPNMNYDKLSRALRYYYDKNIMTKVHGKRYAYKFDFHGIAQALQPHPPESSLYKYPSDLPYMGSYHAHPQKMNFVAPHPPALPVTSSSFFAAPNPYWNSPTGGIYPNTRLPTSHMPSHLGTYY
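His-tagged ERG Ets domain (1 uM in the protein solution; 300mM KCl, 50mM Tris-HCl, 1mM EDTA, 1mM DTT, pH 7.5) received compound, then a probe mix of 5 nM fluorescein-DNA and 100nM Texas-615-DNA. Fluorescence polarization was read for both dyes.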
Glioma ERSR ind: qHTS for Inducers of the Endoplasmic Reticulum Stress Response (ERSR) in Human Glioma: qHTS; 420,000 compounds, 0.02% hits; U87-MG GRP78 promoter luciferase reporter, 16 h; Potency, µM, for inactives: at the top dose activation, hits mostly activators; note: potency is the fitted concentration of half-maximal effect; series mostly up to about 76 µM; % of control where 0% means no effect; nearly all actives have a fitted effect of over 35% in size
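ERSR induction read as luciferase luminescence (Bright-Glo, 10 min at room temperature) in stably transfected human U87-MG glioma cells exposed to compounds for 16 h, using GRP78 as sensor.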
RGS4 inh: Inhibitors of Regulator of G Protein Signaling (RGS) 4: qHTS; Regulator of G-protein signaling 4 (Homo sapiens), P49798; Transcreener GDP fluorescence polarization, RGS4-accelerated GTP hydrolysis; Potency, µM (series often up to 114 µM), for inactives: at the top dose activity change, negative = inhibition, most hits filed as inhibitors; 390,000 compounds, 0.039% hits; AID 504845, 2011; note: potency is the fitted concentration of half-maximal effect; % is set by controls: 0 for no effect and ±100 for the full control effect; nearly all actives have a fitted effect of over 75% in size; some results filed as inactive show a strong effect at the top dose
Target sequence (P49798 whole entry, looked up): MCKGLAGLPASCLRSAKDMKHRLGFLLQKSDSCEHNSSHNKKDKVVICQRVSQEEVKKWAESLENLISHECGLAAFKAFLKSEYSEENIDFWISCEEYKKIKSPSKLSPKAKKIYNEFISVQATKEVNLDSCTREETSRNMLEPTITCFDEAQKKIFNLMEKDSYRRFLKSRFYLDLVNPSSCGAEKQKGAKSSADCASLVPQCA
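MLSMR compounds (23 nl, pin-transferred) preincubated 10 min at room temperature with a 500nM (2x) first reagent, then RGS4 at 900nM (2x) plus Transcreener GDP mix added; fluorescence polarization (620/688 nm) read before and after 90 min at 30 °C.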
D2 antagonist: HTS Assay for Allosteric Antagonists of the Human D2 Dopamine Receptor: Primary Screen for Antagonists; D(2) dopamine receptor (Homo sapiens), P14416; HEK293 TREx D2 cells, calcium flux, dopamine EC80; inhibition, % at 10 µM; 340,000 compounds, 2% hits; in the data active = inhibition above about 30%; note: 0% is about no effect
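Overnight-induced (tetracycline, 30 C) HEK293 T-REx cells carrying force-coupled D2 receive a no-wash calcium dye, then compound, then EC80 dopamine at 180 s; signals are read kinetically throughout.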
LDHA block: qHTS assay for inhibitors of human lactate dehydrogenase; L-lactate dehydrogenase A chain (Homo sapiens), P00338; purified LDHA, NADH/diaphorase-resazurin fluorescence; stronger effect = lower value; activity change, % (values are at about 110 or 230 µM); 480,000 compounds, 0.15% hits; AID 1347041, 2019; in the data active = activity change below about -30%; inconclusive = mostly about -25% to -30%;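 note: plate controls were DMSO wells for no effect and wells without enzyme for full effect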
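Human LDH5 (2 nM) was incubated with 0.06 mM NADH and 0.2 mM pyruvate for 5 min at room temperature in Tris pH 7.4. Remaining NADH was coupled through diaphorase/resazurin, and resorufin fluorescence was read at 0 and 20 min.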
Vif-APOBEC3G blk: qHTS for Inhibitors of Vif-A3G Interactions: qHTS; DNA dC->dU-editing enzyme APOBEC-3G (Homo sapiens), Q9HC16; HeLa A3G-eYFP + Vif (tagged APOBEC3G with the HIV-1 protein that degrades it), YFP fluorescence, overnight; Potency, µM (series often up to 46.1 µM), for inactives: at the top dose activity, negative = active, actives largely listed as inhibitors; 410,000 compounds, 0.076% hits; AID 602310, 2012;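 note: potency is the fitted concentration of half-maximal effect; % is set by controls: 0 for no effect and ±100 for the full control effect; nearly all actives have a fitted effect of over 60% in size; hits raise eYFP signal because A3G escapes Vif-driven loss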
Target sequence (Q9HC16 whole entry, looked up): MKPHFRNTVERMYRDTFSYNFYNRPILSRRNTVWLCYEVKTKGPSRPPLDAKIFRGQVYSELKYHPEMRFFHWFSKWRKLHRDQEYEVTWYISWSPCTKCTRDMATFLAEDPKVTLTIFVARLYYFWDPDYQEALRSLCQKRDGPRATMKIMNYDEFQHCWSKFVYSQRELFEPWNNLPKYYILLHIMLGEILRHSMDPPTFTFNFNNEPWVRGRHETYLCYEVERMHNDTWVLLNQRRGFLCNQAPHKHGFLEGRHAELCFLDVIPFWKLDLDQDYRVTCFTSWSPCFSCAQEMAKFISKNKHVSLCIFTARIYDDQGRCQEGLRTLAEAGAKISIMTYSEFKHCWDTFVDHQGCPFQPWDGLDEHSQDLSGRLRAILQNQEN
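HeLa cells stably expressing Vif and C-terminally eYFP-tagged A3G, seeded overnight at 37 deg C, then exposed to compound by pintool overnight at 37 deg C. Rise in yellow fluorescence (Ex 488/Em 500-530, Acumen) marks blocked Vif-driven A3G degradation.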
D2 ag: HTS Assay for Allosteric Agonists of the Human D2 Dopamine Receptor: Primary Screen for Agonists; HEK293 T-REx D2 cells, calcium flux agonist mode; activation, % at 2 µM; 340,000 compounds, 0.53% hits; AID 485358, 2010;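 active = activation over 3 SD above normal in the single-dose calcium agonist read, cut at about 30% in these data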; note: 0% is about no effect
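Tetracycline-induced HEK293 Trex cells with D2 receptor force-coupled to calcium signaling, plated overnight at 30 C and loaded with no-wash calcium dye. Calcium flux read kinetically for 180 s after compound addition; responses flag agonists.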
Vif-APOBEC3F blk: qHTS for Inhibitors of Vif-A3F Interactions: qHTS | HeLa A3F-eYFP + Vif (tagged APOBEC3F with the HIV-1 protein that degrades it), YFP fluorescence increase | Potency, µM (top dose mostly 46.1 µM), for the others: at the top dose activity, negative = active | 390,000 compounds, 0.2% hits | AID 602313, 2012; note: potency is the fitted concentration of half-maximal effect; % of control where 0% means no effect; nearly all actives have a fitted effect of over 65% in size
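Fluorescence increase (Ex 488/Em 500-530) after overnight compound treatment at 37 deg C flags inhibition of Vif-driven A3F-eYFP loss in stable HeLa A3F-eYFP/Vif cells seeded overnight beforehand.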
ALOX12 inh: Primary qHTS assay for inhibitors of human arachidonate 12S-lipoxygenase (ALOX12): Round 2. Polyunsaturated fatty acid lipoxygenase ALOX12 (Homo sapiens), P18054. purified 12hLO, xylenol orange hydroperoxide absorbance. Potency, µM (titrated, usually from 108 µM), without a hit: at the highest dose activity change, negative = inhibition, usual class: inhibitors. 580,000 compounds, 1.1% hits. AID 1671190, 2021; note: potency is the fitted concentration of half-maximal effect; % is set by controls: 0 for no effect and ±100 for the full control effect
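Purified human 12hLO (150 nM final) in 25 mM Hepes, 0.01% Triton X-100, pH 7.0 was preincubated 15 min at room temperature with compound. Then 40 uM arachidonic acid was added, 30 min. Hydroperoxide was read by Fe-XO absorbance ratio 573/405 nm.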
Starred values were filed as active, the others as inactive; i = inactive; ? = inconclusive; . = no result given; & = joins results of further samples; [ ] = another dose, or the depositor's remark. Unless noted, calls come from the whole dose curve; as a rule, active = well fitted curve in the direction sought with a large enough effect; inconclusive = small, poorly fitted or top-dose-only effect, or another doubt; inactive = no such curve, though single readings can be large; an effect the other way counts as inactive or inconclusive. Not all compounds are listed. The share of hits here may be higher or lower than overall.

SMILES | ERG-DNA inh | Glioma ERSR ind | RGS4 inh | D2 antagonist | LDHA block | Vif-APOBEC3G blk | D2 ag | Vif-APOBEC3F blk | ALOX12 inh
CC1CN(C(=O)Nc2ccc(Br)cc2Cl)CC(C)O1 (centres undefined) | -24.1% | -2.3% | -5.8% | 30.0 | -6.8 | -0.2% | 5.6 | 12.9% | 0.0%
CCOC(=O)c1ccc(NC(=O)CC2SC3=NCCN3C2=O)cc1 (centres undefined) | -1.6% | -3.8% | -7.2% | -12.7 | 2.3 | -1.2% | -0.2 | -14.7% | 7.0%
COc1ccc(S(=O)(=O)c2nnn(-c3cccc(Cl)c3)c2N)cc1 | 6.9%&2.1% | -1.2%&-3.0% | 23.2%[11.4 µM] | 5.5 | -2.1&-5.4 | 1.5%&1.7% | 0.9&-0.6 | 0.9%&11.5% | -23.4%&-17.4%
Cc1ccc(/C=C2\SC(=S)N(CCCC(=O)NNC(=O)c3ccccc3O)C2=O)cc1 | 18.5% | -15.0% | 2.1% | -2.1 | 1.2 | 2.5% | -0.3 | 6.6% | -8.4%
CCCCn1c(=O)[nH]c(=O)c2c1nc(-c1cc(Cl)c(OC)c(OC)c1)n2C | 12.3% | 0.7% | -4.9% | 1.4 | -3.3 | 1.1% | 1.8 | 3.9% | -0.5%
COc1ccc(OC)c(NC(=O)NC2CCCc3ccccc32)c1 (centres undefined) | 1.9% | -0.2% | 21.3% | -6.1 | 2.4 | 0.7% | -1.2 | -7.3% | -5.8%
CCOC(=O)C1(C)CCCN1C(=O)c1ccc(OC)cc1 (centres undefined) | . | 0.7% | . | . | -0.7 | 2.3% | . | . | 0.9%
CN1C(=O)/C(=C/c2cccc([N+](=O)[O-])c2)C(=O)N1c1ccccc1 | -0.4% | -0.5% | ? | -2.1 | -1.3 | -24.6% | -1.6 | -4.7% | 39.8µM*
CSc1ccc(-c2sc(Nc3cccc4ccccc34)n[n+]2-c2ccccc2)cc1 | 0.5% | -1.9% | -37.3% | -22.6 | 11.5 | -15.0% | 0.5 | -4.6% | ?
Cc1ccc(S(=O)(=O)N(OCc2ccccc2)C(C)C(=O)O)cc1 (centres undefined) | -4.9% | -3.1% | -20.5% | . | -1.1 | -1.4% | . | -6.6% | i
COc1ccc(/C=N/NC(=O)CCCC(=O)NC2CCCCC2)cc1 | 7.3% | -7.3% | 23.2% | -10.9 | -1.2 | 0.8% | 0.2 | -0.5% | -20.1%
O=C(NCCN1CCOCC1)c1cc(-c2cccs2)on1 | -14.5% | 11.2µM* | 0.5% | 8.9 | -9.3 | -0.5% | 1.1 | 1.5% | -7.6%
COc1cc(CNCc2cccc(OC)c2OC)cc(OC)c1 | -8.7% | -5.1% | 19.6% | -9.9 | -10.6 | 0.1% | 0.3 | 0.3% | ?
CC(C)CC(=O)N1CCC(O)(CS(=O)(=O)Cc2ccc(Cl)cc2)CC1 | 0.4% | -1.5% | 15.3% | -10.0 | 0.0 | -0.2% | 0.0 | -7.2% | 0.0%
O=C(CCCCn1c(=O)c2ccccc2n(CC(=O)Nc2ccc(F)cc2)c1=O)NCc1ccco1 | -0.5% | 0.5% | -7.6% | 9.0 | -7.2 | 0.2% | -1.0 | -9.8% | 1.0%
O=C(CSc1nnc(NC(=O)c2c(F)cccc2F)s1)NC1CC1 | 2.6% | 0.5% | 8.5% | -9.0 | -4.6 | 0.8% | 0.0 | 2.4% | -5.1%
COc1cccc2c1C(CCCC(=O)O)CCC2 (centres undefined) | -1.6% | -0.5% | -10.1% | . | -10.0 | 0.4% | . | 0.1% | 23.9%
CCN(C(=O)c1cnc(N2CCOCC2)c2ccccc12)c1cc(C)ccc1C | 1.0% | -2.4% | -15.9% | . | 2.7&1.1 | 3.7% | 0.6 | -1.0% | 11.2%&-24.5%
COc1ccc(NC(=O)COC(=O)c2c(C)noc2C)c(OC)c1 | -4.0% | -1.4% | 28.6% | 28.6 | -2.2 | 0.6% | 0.4 | 5.3% | -1.8%
COc1ccc(NC(=O)[C@H](C)NC(=O)[C@@H]2Cc3ccccc3CN2C(=O)OC(C)(C)C)cc1 | -10.6% | -0.4% | -2.9% | 3.4 | 2.0 | -3.5% | 0.0 | -8.5% | -19.5%
Cc1ncsc1CCOC(=O)C1C2CC3CC(C2)CC1C3 (centres undefined) | -28.6% | -1.8% | -25.2% | 0.4 | -4.2 | -0.8% | 0.0 | -17.4% | -20.0%
CCOc1ccc(NC(=O)C2CCN(C(=O)N3CCOc4ccccc43)CC2)cc1 | -4.4% | -5.7% | 7.2% | 10.7 | -9.3 | -0.4% | -0.7 | 1.8% | 6.7%
CCOc1ccccc1-c1nc(C(N)=O)c2[nH]c(=O)n(-c3cccc(C)c3)c2n1 | 0.6% | -2.8% | 3.7% | -3.5 | -1.4 | -0.3% | -1.8 | 7.5% | 32.8%[activator]
Nc1[nH]n2c(=O)c3c(nc2c1N=Nc1ccccc1)CCCC3 | -2.7% | 1.6% | -1.0% | 37.5* | 2.7 | -14.7% | -0.3 | 6.5% | 0.0%
Cc1cc(=O)c2n(Cc3ccc(Cl)cc3)nc[n+]2[nH]1 | 3.1% | -3.1% | -13.2% | 13.8 | -3.5 | -5.3% | 0.2 | 5.4% | 0.0%
O=C(CSc1nc(-c2ccco2)cc(C(F)(F)F)n1)NCc1cccs1 | -6.9% | -5.8% | -22.6% | 5.8 | -1.1 | -4.3% | -0.6 | -3.7% | 0.8%
O=C(NCc1ccncc1)C(=O)NCC1OCCN1S(=O)(=O)c1ccc(Cl)cc1 (centres undefined) | 6.5% | -1.5% | 40.3% | -0.3 | -3.4 | 1.4% | -0.1 | 2.6% | -4.4%
CN1CCN(c2oc(-c3ccccc3F)nc2S(=O)(=O)c2ccc(Cl)cc2)CC1 | 13.7% | 2.5% | -18.2% | 6.2 | 0.5 | 0.2% | 1.0 | -27.6% | .
O=C(Nc1ccc2c(c1)OCO2)N1CCN(c2ccccc2Cl)CC1 | 1.6% | ? | -1.3% | 18.5 | 14.0 | -13.6% | -1.5 | -3.4% | 2.3%
CCN(CC)S(=O)(=O)c1ccc(C(=O)Oc2cc(C)[nH]c(=O)c2[N+](=O)[O-])cc1 | 11.9% | -3.9% | 7.7% | -8.6 | 3.6 | 0.1% | 0.4 | -1.3% | -4.1%
Cc1c(CC(=O)NCCc2ccccc2F)c(=O)oc2c(C)c3occ(C(C)(C)C)c3cc12 | -1.5% | -0.4% | -1.9% | . | -8.1 | -4.9% | -0.4 | 4.7% | -18.6%
Cc1cc(NC(=O)C(C)SCC(=O)N(C)Cc2ccccc2F)no1 (centres undefined) | 5.3% | -5.3% | -1.7% | -8.1 | -1.2 | 2.6% | -0.2 | -0.8% | -6.7%
Cc1cccc(S(=O)(=O)NC2CCCCCCC2)c1 | -6.0% | -1.2% | -9.4% | . | 0.6 | -2.3% | . | ? | -14.3%
C[C@@H]1NC(=O)N(CCCn2ccnc2)C1=O | -3.4% | -2.9% | 7.8% | -15.7 | -4.2 | 0.6% | 0.0 | -4.1% | 9.5%
Cc1cc(OCCCCCn2ccnc2)cc(C)c1Cl | 0.5% | -1.9% | 11.6% | -7.1 | 1.0 | -0.5% | -0.7 | 1.1% | ?
CCC1Oc2ccc(C)cc2N(CC(=O)NCCC2=CCCCC2)C1=O (centres undefined) | -8.9% | -4.8% | 6.2% | 2.0 | 4.3 | -2.6% | -0.3 | -3.8% | 26.8%
Cc1ccccc1Nc1nnc(SCc2cc([N+](=O)[O-])cc3c2OCOC3)s1 | -4.1% | -7.1% | -11.1% | 23.6 | -10.7 | -0.2% | 0.4 | -3.0% | 6.9%
CC1(C)CC(=O)C=C(c2ccc(Cl)c(C(F)(F)F)c2)C1 | -7.1% | -1.8% | -7.2% | 4.2 | 0.9 | -1.5% | -0.9 | 1.4% | ?
CNc1cncc(-c2cccc(NS(C)(=O)=O)c2)n1 | . | -2.8% | . | . | -11.3 | -2.2% | . | . | -26.2%
Cc1c(/C=N/NC(=O)C(C)(C)Oc2ccc(Cl)cc2)cnn1C | -9.3% | -8.4% | 15.8% | 5.1 | -5.0 | 6.2% | 0.3 | -2.9% | 26.3%
COc1ccc(/C=C(/NC(=O)/C=C/c2ccccc2)C(=O)N2CCOCC2)cc1 | 9.2% | -3.7% | -6.8% | 11.6 | 0.3 | -0.4% | -0.5 | -4.8% | 1.9%
COc1ccc(CNC(=O)CN2CCN(S(=O)(=O)c3c(C)c(C)cc(C)c3C)CC2)cc1OC | 4.3% | -5.7% | -6.6% | . | -12.5 | -0.9% | . | -1.5% | -1.9%

Compound activity deposited in PubChem BioAssay by National Center for Advancing Translational Sciences (NCATS).
